Screening data (PubChem BioAssay)
Epigenetic derep – derepresses silenced GFP reporter in murine cells; hit rate 0.2% among 280,000; AID 1865; murine LDR cells, GFP reporter derepression, 30 h; Potency, µM (series often up to 53.9 µM), for inactives: at the highest dose GFP activation, usual class: activators; note: potency is the fitted concentration of half-maximal effect; % of control where 0% means no effect; nearly all actives have a fitted effect of over 60% in size
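Murine LDR cells carrying a silenced, genomically integrated CMV-driven GFP reporter were exposed to compound for 30 hours at 37 C. After PBS washes, GFP-positive cells (20–120 um objects) were counted by laser-scanning microplate cytometry.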
CBFb-RUNX1 inh – blocks binding between human CBF-beta and RUNX1; Potency, µM (series often up to 59.8 µM), inactives show top-dose activity, negative = inhibition, most hits filed as inhibitors; AlphaScreen CBFb-His/RUNX1-biotin binding, biochemical; Q01196+Q13951; 230,000 tested, under 10 active; note: % of control where 0% means no effect
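Interaction loss through any mechanism counts as activity. Pre-formed complex of His-CBF-beta and biotin-RUNX1 (30 nM apiece) is incubated with compound 15 min, then with 50 ng nickel and 50 ng streptavidin beads for 90 min before AlphaScreen detection.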
TexasRed fluor – alters Texas Red total fluorescence, flagging assay interference; TRb/SRC2 Texas Red total fluorescence interference; Potency, µM (titrated, usually from 106 µM), inactives show at the top dose fluorescence change, negative = quenching; hit rate 0.29% among 280,000; AID 1479; active = well fitted curve in either direction with a large enough effect; inconclusive = small, poorly fitted or top-dose-only effect; note: potency is the fitted concentration of half-maximal effect; % is set by controls: 0 for no effect and ±100 for the full control effect
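Human TRb ligand-binding domain at 0.6 uM with 20 nM Texas Red SRC2 peptide in Tris buffer containing 1 uM T3 and 5% DMSO, incubated with compound 5 h at ambient temperature. Total fluorescence (555/632 nm) calculated as parallel + 2 × perpendicular.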
Tau FP inhib – blocks human tau fibril formation measured by polarization; K18 P301L tau heparin fibrillization, Alexa594 FP, 6 h; Potency, µM (titrated, usually from 57.7 µM), without a hit: top-dose activity, negative = inhibition, actives largely listed as inhibitors; hit rate 0.39% among 280,000; note: potency is the fitted concentration of half-maximal effect; % is set by controls: 0 for no effect and ±100 for the full control effect; nearly all actives have a fitted effect of over 55% in size
Target sequence (P10636 561-689 P618L limits assumed): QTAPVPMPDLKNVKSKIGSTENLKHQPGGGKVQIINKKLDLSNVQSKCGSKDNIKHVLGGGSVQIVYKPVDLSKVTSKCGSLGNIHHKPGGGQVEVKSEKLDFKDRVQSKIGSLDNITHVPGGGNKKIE
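Human K18 P301L fragment (15 uM unlabeled plus 0.24 uM Alexa 594-labeled) in 100 mM sodium acetate pH 7 with compound, aggregation induced by 20 uM heparin for 6 hr at 37 C. ThT (30 uM) added for 1 hr, then Alexa 594 FP read.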
Tau fluor counter – counter-screen for tau fibril formation inhibitors. tau K18 P301L (four-repeat tau fragment) Alexa594 fluorescence, heparin fibrillization. Potency, µM (titrated, usually from 57.7 µM), for inactives: at the top dose activity change, negative = decrease. hit rate 0.93% among 280,000. AID 1463; note: potency is the fitted concentration of half-maximal effect; % is set by controls: 0 for no effect and ±100 for the full control effect; nearly all actives have a fitted effect of over 55% in size
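Human K18 P301L tau (15 uM unlabeled plus 0.24 uM Alexa 594-labeled, final) in 100 mM sodium acetate pH 7 was mixed with compound and 20 uM heparin and incubated 6 hr at 37 C.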
TRb SRC2 PPI – inhibitors of human thyroid hormone receptor beta-SRC2 interaction. P10828. TRbeta-SRC2 peptide binding, fluorescence polarization; receptor liganded with 1 µM T3. Potency, µM (titrated, usually from 106 µM), for inactives: top-dose activity change, negative = inhibition, most hits filed as inhibitors. hit rate 0.065% among 280,000. AID 1469;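 note: potency is the fitted concentration of half-maximal effect; plate controls were bound peptide for no effect and peptide without receptor for full effect; nearly all actives have a fitted effect of over 50% in size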
Target sequence (P10828 whole entry, looked up): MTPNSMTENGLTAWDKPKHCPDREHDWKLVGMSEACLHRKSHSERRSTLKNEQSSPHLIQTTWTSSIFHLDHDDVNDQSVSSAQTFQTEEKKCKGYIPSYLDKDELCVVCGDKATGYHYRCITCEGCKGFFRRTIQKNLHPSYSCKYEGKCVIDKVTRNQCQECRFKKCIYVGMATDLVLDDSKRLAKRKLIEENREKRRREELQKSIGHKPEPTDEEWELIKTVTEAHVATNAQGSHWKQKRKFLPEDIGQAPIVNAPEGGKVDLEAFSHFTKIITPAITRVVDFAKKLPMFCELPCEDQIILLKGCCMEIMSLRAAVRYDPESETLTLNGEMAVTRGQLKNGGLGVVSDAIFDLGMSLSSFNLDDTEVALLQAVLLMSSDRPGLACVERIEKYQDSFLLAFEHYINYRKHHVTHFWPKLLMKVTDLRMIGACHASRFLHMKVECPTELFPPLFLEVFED
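Compounds were added to 0.6 uM TRb ligand-binding domain and 20 nM Texas Red-labeled SRC2 peptide in Tris buffer containing 1 uM T3, incubated 5 hr at ambient temperature, then read by fluorescence polarization.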
NPSR antag – neuropeptide S receptor (human) antagonism, cAMP. CHO-NPSR cells, cAMP TR-FRET, antagonist mode. Q6W5P4. AID 1461. Potency, µM (top dose mostly 38.3 µM), inactives show at the top dose activity change, negative = inhibition, hits mostly inhibitors. hit rate 1% among 220,000; note: potency is the fitted concentration of half-maximal effect; % is set by controls: 0 for no effect and ±100 for the full control effect; nearly all actives have a fitted effect of over 50% in size; many of its hits are not listed in these tables
aGal spleen mod – alpha-galactosidase A (human) modulation. P06280. human spleen homogenate, 4MU-alpha-Gal fluorescence, 40 min. Potency, µM (doses to about 80 µM), without a hit: top-dose activity change, negative = inhibition, most hits filed as inhibitors. hit rate 0.008% among 240,000. AID 2107;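 note: potency is the fitted concentration of half-maximal effect; 0% = enzyme with vehicle and -100% = no enzyme basal signal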
Target sequence (P06280 32-429 limits assumed): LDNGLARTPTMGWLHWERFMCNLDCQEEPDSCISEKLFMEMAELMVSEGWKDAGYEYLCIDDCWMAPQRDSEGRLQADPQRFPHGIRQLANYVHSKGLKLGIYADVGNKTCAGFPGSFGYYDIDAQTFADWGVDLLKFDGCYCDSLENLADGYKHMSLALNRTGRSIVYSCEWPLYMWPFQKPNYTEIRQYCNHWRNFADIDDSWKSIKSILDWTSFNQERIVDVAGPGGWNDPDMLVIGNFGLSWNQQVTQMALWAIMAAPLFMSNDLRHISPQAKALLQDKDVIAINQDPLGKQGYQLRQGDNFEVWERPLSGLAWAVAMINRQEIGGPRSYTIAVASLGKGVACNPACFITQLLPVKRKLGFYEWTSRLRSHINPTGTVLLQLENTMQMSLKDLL
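Fluorogenic readout (Ex 365/Em 440 nm) of 4-methylumbelliferone released from 1 mM 4-MU-alpha-galactoside by spleen homogenate, 40 min at 37C, pH 5.0. Data normalized to no-enzyme and enzyme controls; Hill-equation AC50 from compound titrations.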
The depositor's hits bear a star; ? = inconclusive; / = no result given; & = joins results of further samples; [ ] = dose if it differs, or a comment. Unless noted, calls come from the whole dose curve; as a rule, active = well fitted curve in the direction sought with a large enough effect; inconclusive = small, poorly fitted or top-dose-only effect, or another doubt; inactive = no such curve, though single readings can be large; an effect the other way counts as inactive or inconclusive.

cpd	Compound	Epigenetic derep	CBFb-RUNX1 inh	TexasRed fluor	Tau FP inhib
1	Cn1c(CNc2ccccc2)nc2ccccc21	-1.1%	3%	-6%	2%
2	COc1ccc(CCN(C)CCN2C(=O)c3ccccc3C2=O)cc1OC	-1.6%	8%	-4%	-4%
3	CCC(C)C(NC(=O)c1ccccc1NC(=O)c1ccco1)C(=O)O (stereo not given)	0.0%	7%	-4%	-7%
4	COCCN1CCCC(CNCc2cn(C)nc2-c2ccc(Oc3ccccc3)cc2)C1 (stereo not given)	0.0%	7%	-3%	10%
5	COc1ccc(-n2c(C)cc(SC)c(C(C)=O)c2=S)cc1	2.1%	-17%	4%	-16%
6	Cc1ccccc1CS(=O)(=O)CCC(=O)NCCCN1CCN(c2ccccc2F)CC1	-0.9%	1%	-3%	-1%
7	CCOc1ccc(-c2cn3ccccc3n2)cc1[N+](=O)[O-]	0.0%	-4%	-7%	0%
8	CCOC(=O)c1ccc(NC(=O)CSc2nc(C)c(Cc3ccccc3)c(=O)[nH]2)cc1	-1.9%	/	?	-8%
9	COc1ccc([C@@H]2CC(=O)c3c(O)cc(O[C@@H]4O[C@H](CO)[C@@H](O)[C@H](O)[C@H]4O[C@@H]4O[C@@H](C)[C@H](O)[C@@H](O)[C@H]4O)cc3O2)cc1	/	20%	-17%	/
10	CCOC(=O)CSC1=C(C#N)C(c2ccco2)C(C(=O)Nc2cccc(C(F)(F)F)c2)=C(C)N1 (stereo not given)	0.0%	9%	7%	-10%
11	c1ccc(-c2noc(CCC3CCCC3)n2)cc1	-2.6%	-10%	-1%	8%
12	CCOc1ccc(C(CCc2ccccc2)NC(=O)c2ccccc2F)cc1OCC (stereo not given)	1.4%	2%	-1%	2%

cpd	Tau fluor counter	TRb SRC2 PPI	NPSR antag	aGal spleen mod
1	-13%	1%	-2%[46.1 µM]	0%
2	-4%	-2%	9%[46.1 µM]	3%
3	1%	0%	10%[46.1 µM]	12%
4	7%	10%	-17%	3%
5	-2%	-19%	?	-1%
6	-3%	-10%	11%[46.1 µM]	-1%
7	-12%	2%	14%	3%
8	-18%	-3%	/	/
9	/	6%	/	15%
10	-25%	12%	-17%[46.1 µM]	3%
11	-7%	-1%	-10%	-3%
12	-16%	-5%	?	-2%

New compounds follow:
cpd	Compound	Epigenetic derep	CBFb-RUNX1 inh	TexasRed fluor	Tau FP inhib
13	CC[C@H](NC(=O)c1c(C)c(-c2ccccc2)nc2ccccc12)c1ccccc1	-0.1%&1.6%&0.8%	-4%	-4%&-1%&-1%	1%&4%&2%
14	Cc1cc(O)c(C)c(O)c1C(=O)O	0.8%	2%	-1%	10%
15	O=C(CSc1nc2ccccc2c(=O)[nH]1)NCc1ccc(Cl)cc1	1.9%	2%	-3%	-5%
16	CCC(=O)Nc1cc(C(=O)OCC(=O)c2ccccc2)ccc1C	3.6%	6%	-1%	-2%
17	COc1ccc(CC(=O)Nc2sc(Cc3ccccc3)c(C)c2C(N)=O)cc1	-1.0%	-4%	1%	-3%
18	CCOc1ccc(CCNC(=O)CCn2c(=O)c3cccn3c3ccc(F)cc32)cc1	5.1%	/	-5%	-10%
19	O=C(Nn1c(=S)[nH]c2ccccc2c1=O)c1ccncc1	-6.3%	3%	-1%	-8%
20	COC(=O)/C=C/c1ccc(OC(=O)c2ccncc2)cc1	0.1%	-3%	0%	-5%
21	COc1ccc2cc3[n+](cc2c1OC)CCc1cc2c(cc1-3)OCO2	7.3%	?	0%	-10%&-21%&-2%
22	COc1ccc(CNC(=S)Nc2cccc(C)c2C)cc1	-0.9%	6%	1%	-5%
23	Cc1cc2n(n1)SC(Nc1cccc3ccccc13)N2 (stereo not given)	-1.2%	-11%	0%	-10%
24	Cn1cc(S(=O)(=O)N2CCOCC2)cc1C(=O)Nc1cccc(C#N)c1	0.0%	/	0%	-3%

cpd	Tau fluor counter	TRb SRC2 PPI	NPSR antag	aGal spleen mod
13	-12%&-3%&-9%	3%&0%&-5%	?	3%&5%&0%
14	-6%	0%	/	8%
15	-19%	-18%	-2%[46.1 µM]	-4%
16	4%	2%	9%	3%
17	-11%	4%	-20%[46.1 µM]	17%
18	-14%	8%	/	/
19	-3%	-2%	1%[46.1 µM]	18%
20	-3%	0%	5%	-5%
21	-9%&-25%&-11%	-5%	-39%	-2%
22	-16%	-4%	-5%[46.1 µM]	-4%
23	-11%	-10%	-6%[46.1 µM]	-6%
24	-6%	2%	/	/

(further entries)
cpd	Compound	Epigenetic derep	CBFb-RUNX1 inh	TexasRed fluor	Tau FP inhib
25	Cn1c(=O)c2c(nc(N3CCCCCC3)n2CCSc2nc3ccccc3o2)n(C)c1=O	-4.4%	1%	-1%	2%
26	COc1cc(NC(=O)c2ccco2)c(OC)cc1NC(=O)CCC(=O)Nc1cc(C)cc(C)c1	-4.9%	-4%	-2%	13%
27	COC(=O)c1c(NC(C)=O)csc1C	1.1%	10%	-7%	?
28	CCS(=O)(=O)N1CCN(c2cccc(C)c2C)CC1	-1.8%	-1%	-8%	0%
29	CC1CCN(S(=O)(=O)c2ccc(S(=O)(=O)NCc3ccco3)cc2)CC1	0.0%	-2%	2%	-2%
30	COc1ccccc1NC(=O)COC(=O)c1ccccc1OCC(=O)Nc1ccc(SC(F)F)cc1	0.1%	14%	-5%	-11%
31	CN(C)S(=O)(=O)N1CCN(CC(=O)Nc2cc(Cl)ccc2Cl)CC1	0.0%	-5%	-1%	1%
32	O=S(=O)(NC12CC3CC(CC(C3)C1)C2)c1ccc(F)cc1	-1.0%	7%	-9%	-1%
33	FC(F)(F)c1ccc(-c2noc(-c3ccccc3Br)n2)cc1	5.9%	/	0%	-1%
34	O=C(CCCCCn1c(=S)[nH]c2ccc(N3CCOCC3)cc2c1=O)NCCc1ccccc1	2.8%	3%	0%	9%
35	Cc1c2cnn(-c3ccccc3)c(=O)c2c(C)n1C(C)C(=O)Nc1ccccc1C(F)(F)F (stereo not given)	-2.5%	/	-3%	-4%
36	CC1=NN(c2nc(-c3ccc(F)cc3)cs2)C(=O)C1	-1.1%	-6%	-4%	11%

cpd	Tau fluor counter	TRb SRC2 PPI	NPSR antag	aGal spleen mod
25	-7%	3%	-16%[46.1 µM]	-1%
26	?	5%	-10%[46.1 µM]	3%
27	-16%	-3%	-18%	5%
28	-7%	-1%	-2%[46.1 µM]	3%
29	6%	-6%	-16%[46.1 µM]	8%
30	-22%	-8%	-4%	3%
31	-6%	-22%	-13%[46.1 µM]	-12%
32	-16%	-1%	-1%[46.1 µM]	4%
33	-5%	7%	/	/
34	-20%	5%	-5%	-11%
35	-13%	-7%	/	/
36	-25%	1%	-4%[46.1 µM]	8%

Entries of single compounds, looked up by structure:
Entry for CCOc1ccc(-c2cn3ccccc3n2)cc1[N+](=O)[O-] = Epigenetic derep = 0.0%; CBFb-RUNX1 inh = -4%; TexasRed fluor = -7%; Tau FP inhib = 0%; Tau fluor counter = -12%; TRb SRC2 PPI = 2%; NPSR antag = 14%; aGal spleen mod = 3%
Entry for COc1ccc(CNC(=S)Nc2cccc(C)c2C)cc1 = Epigenetic derep = -0.9%; CBFb-RUNX1 inh = 6%; TexasRed fluor = 1%; Tau FP inhib = -5%; Tau fluor counter = -16%; TRb SRC2 PPI = -4%; NPSR antag = -5%[46.1 µM]; aGal spleen mod = -4%

(list continues)
cpd	Compound	Epigenetic derep	CBFb-RUNX1 inh	TexasRed fluor	Tau FP inhib
37	CC1CCCCN1C(=O)CSc1nnc(-c2ccco2)n1CC1CCCO1 (stereo not given)	0.7%	7%	-4%	-9%
38	CCCOc1ccc(CCc2n[nH]c(=S)n2-c2ccccc2)cc1	0.2%[10.1 µM]	-1%	-1%	1%
39	COCCn1c(N)c(N(Cc2ccccc2)C(=O)C2CCCCC2)c(=O)[nH]c1=O	-0.5%	18%	-1%	0%
40	Cc1ccnc(NS(=O)(=O)c2ccc(NC(=O)c3ccc(S(=O)(=O)N4CC(C)OC(C)C4)cc3)cc2)n1 (stereo not given)	2.3%	-2%	0%	-5%
41	Cc1ccc(CSc2nnc([C@@H]3CCCN3)o2)cc1	0.0%	3%	-4%	3%
42	Clc1ccc(CSc2ncn(-c3ccccc3)n2)cc1	1.9%	-1%	4%	6%
43	Cn1c2ccccc2c(=O)c2c(=O)n(C3CCCCC3)c(-c3cccs3)nc21	-1.0%	2%	-4%	-14%
44	N#CC1=C(SCC(=O)Nc2nccs2)NC(=O)CC1c1ccccc1 (stereo not given)	0.7%	-3%	-2%	8%
45	COc1ccc(/C=N/NC(=O)CCc2c(C)n[nH]c2C)cc1O	-1.0%	0%	-5%	-6%
46	c1ccc(CSc2nnc([C@@H]3CCCN3)o2)cc1	-1.2%	6%	-3%	-7%
47	CC(C)(C)c1cccc(OCCCSc2ncccn2)c1	-1.0%	23%	-1%	-13%
48	CCOC(=O)C1=C(C)NC(C)=C(C(=O)OC)C1c1cccc([N+](=O)[O-])c1 (stereo not given)	-2.5%&1.2%&0.0%&1.1%&8.6%&1.1%	-3%&-1%&-5%&6%&-4%	-2%&-8%&-2%&0%&2%&2%	-3%&5%&-3%&-5%&-5%&-8%
49	COc1ccccc1CNc1nccn(-c2ccc(F)cc2)c1=O	-3.3%	/	2%	0%

cpd	Tau fluor counter	TRb SRC2 PPI	NPSR antag	aGal spleen mod
37	5%	-8%	10%[46.1 µM]	-6%
38	-9%	-3%	-26%	-2%
39	2%	-1%	10%	-16%
40	-3%	3%	2%	2%
41	4%	-15%	9%[46.1 µM]	1%
42	18%	-12%	?	0%
43	-15%	-3%	-16%[46.1 µM]	-12%
44	-16%	-1%	-24%[46.1 µM]	-1%
45	-11%	0%	-12%[46.1 µM]	-3%
46	-1%	-13%	12%[46.1 µM]	4%
47	-21%	-3%	-12%[46.1 µM]	-4%
48	?	0%&7%&0%&7%&-7%&2%	?	5%&5%&-10%&8%&0%&-5%
49	0%	-5%	/	/

Some of the compounds tested (hit frequency here may not be typical).
